A-T KAP1 phos: qHTS Assay for Identifying a Potential Treatment of Ataxia-Telangiectasia; Potency, µM (series often up to 57.5 µM), without a hit: at the top dose activation, usual class: activators; 0.19% of 320,000 active; […] A-T fibroblasts, KAP-1 phosphorylation AlphaLISA; neocarzinostatin DNA damage 30 min before lysis; note: potency is the fitted concentration of half-maximal effect; % of control where 0% means no effect; nearly all actives have a fitted effect of over 45% in size
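hTERT-immortalized A-T patient fibroblasts ([…]), 500 cells/well in OPTI-MEM, 1% FBS, got compounds for 60 min, then NCS for 30 min at 37C. Lysates were then assayed for phospho-KAP-1 by AlphaLISA (anti-pKAP1 donor, anti-KAP1 acceptor beads), 6 hr at 25C.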
hERG WT inh: qHTS for Inhibitors of KCHN2 3.1: Wildtype qHTS; activity change, % at 1.84 µM; 0.37% of 340,000 active; Voltage-gated inwardly rectifying potassium channel KCNH2 (Homo sapiens), Q12809; U2OS, BacMam KCNH2, thallium flux FluxOr; hits give low values;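 active = maximum activity change below -70%; inconclusive = maximum activity change between -70% and -50%; inactive = maximum activity change above -50%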; note: % is set by controls: 0 for no effect and ±100 for the full control effect
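U2OS cells were transduced with wild-type KCNH2 virus (2.03 x 10^8 / mL) for 4 h at room temperature, then cultured overnight at 37 C. Thallium flux was read with FluxOr dye. Rate constants were normalized to DMSO controls.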
TCR activator: Activators of T cell receptors: qHTS campaign. Potency, µM (doses to about 9.22 µM), for the others: at the top dose activation of IL-2 secretion, most hits filed as activators. 330,000 tested, under 10 active. primary human leukocytes, anti-CD3, IL-2 HTRF, 48 h. AID 504894, 2011; note: % of control where 0% means no effect
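48 hr co-incubation of compounds, a-CD3 beads and primary human leukocytes; IL-2 quantified homogeneously by HTRF with anti-IL-2 K and d2 conjugates.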
Mito fusion act: qHTS Assay for Small Molecule Inhibitors of Mitochondrial Division or Activators of Mitochondrial Fusion; S. cerevisiae fusion-defective mutant growth rescue, CellTiterGlo 48 h; Potency, µM (top dose mostly 46.1 µM), without a hit: at the top dose growth rescue (activation), most hits filed as activators; 0.23% of 320,000 active; AID 485298, 2010;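 note: potency is the fitted concentration of half-maximal effect; % of control where 0% means no effect; nearly all actives have a fitted effect of over 45% in size; temperature-sensitive fusion mutants such as fzo1-1 at 37 °C on non-fermentable ethanol glycerol medium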
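Compounds are tested for their ability to restore growth of mitochondrial fusion-defective yeast strains at non-permissive 37C in YPEG medium over 48 hours. Viability is quantified by luciferase luminescence.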
TSHR antagonist: Antagonists of the Thyroid Stimulating Hormone Receptor: HTS campaign; TSHR-expressing cells, TSH-stimulated cAMP HTRF, 2 h; hits give low values; activity change, negative = inhibition, % at 11.5 µM; 0.2% of 330,000 active; AID 504810, 2011;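 active = activity change below a set negative limit, meaning inhibition stronger than a set level, cut at about -70% in these data; inconclusive = activity change between two set negative limits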; note: % is set by controls: 0 for no effect and ±100 for the full control effect
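Inhibition of cAMP made by TSHR-expressing cells under TSH stimulation (4nM final, EC80; 2 h, 37 deg C) is quantified with a one-step lysis HTRF kit, anti-cAMP cryptate versus cAMP-d2.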
Eya2 phos inh: qHTS Assay for Inhibitors of the Phosphatase Activity of Eya2. Protein phosphatase EYA2 (Homo sapiens), O00167. recombinant Eya2, OMFP fluorescence dephosphorylation (OMFP is methylfluorescein phosphate). Potency, µM (doses to about 76.9 µM), without a hit: top-dose activity, negative = inhibition, most hits filed as inhibitors. 0.006% of 330,000 active. AID 488837, 2010; note: potency is the fitted concentration of half-maximal effect; % is set by controls: 0 for no effect and ±100 for the full control effect
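Eya2 protein (added as 0.2 uM solution) was preincubated with compound for 10 min at ambient temperature in 50 mM HEPES pH 7.5, 50 mM NaCl, 5 uM MgCl2, 0.05% BSA, 1 mM DTT. OMFP (added at 50 uM) then reacted 10 min; fluorescence read at 485/525 nm.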
ELG1 DNA repair: qHTS screen for small molecules that inhibit ELG1-dependent DNA repair in human embryonic kidney (HEK293T) cells expressing luciferase-tagged ELG1; HEK293T ELG1-luciferase reporter, luminescence, 16 h; DNA damage induced by 5-fluorouridine; 2.3% of 330,000 active; Potency, µM (titrated, usually from 46.1 µM), for the others: at the top dose activity change, negative = inhibition, usual class: inhibitors; note: potency is the fitted concentration of half-maximal effect; % is set by controls: 0 for no effect and ±100 for the full control effect; nearly all actives have a fitted effect of over 55% in size
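Luminescence from the luciferase reporter, measured 30 min after ONE-Glo reagent at room temperature, was the read-out. Beforehand, 2,000 cells per well were exposed for 16 hr at 37 °C to 5-fluorouridine together with compound or vehicle.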
USP2a block: qHTS Assay for Inhibitors of Ubiquitin-specific Protease USP2a Using CHOP2 as the Reporter; AID 463254, 2010; 0.01% of 330,000 active; Potency, µM (top dose mostly 38.3 µM), inactives show top-dose activity change, negative = inhibition, actives largely listed as inhibitors; USP2 core, Ub-CHOP2 coupled fluorogenic reporter, 485/531;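 note: potency is the fitted concentration of half-maximal effect; plate controls were DMSO wells for no effect and full inhibition by NEM control for full effect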
Target sequence (O75604 whole entry, looked up): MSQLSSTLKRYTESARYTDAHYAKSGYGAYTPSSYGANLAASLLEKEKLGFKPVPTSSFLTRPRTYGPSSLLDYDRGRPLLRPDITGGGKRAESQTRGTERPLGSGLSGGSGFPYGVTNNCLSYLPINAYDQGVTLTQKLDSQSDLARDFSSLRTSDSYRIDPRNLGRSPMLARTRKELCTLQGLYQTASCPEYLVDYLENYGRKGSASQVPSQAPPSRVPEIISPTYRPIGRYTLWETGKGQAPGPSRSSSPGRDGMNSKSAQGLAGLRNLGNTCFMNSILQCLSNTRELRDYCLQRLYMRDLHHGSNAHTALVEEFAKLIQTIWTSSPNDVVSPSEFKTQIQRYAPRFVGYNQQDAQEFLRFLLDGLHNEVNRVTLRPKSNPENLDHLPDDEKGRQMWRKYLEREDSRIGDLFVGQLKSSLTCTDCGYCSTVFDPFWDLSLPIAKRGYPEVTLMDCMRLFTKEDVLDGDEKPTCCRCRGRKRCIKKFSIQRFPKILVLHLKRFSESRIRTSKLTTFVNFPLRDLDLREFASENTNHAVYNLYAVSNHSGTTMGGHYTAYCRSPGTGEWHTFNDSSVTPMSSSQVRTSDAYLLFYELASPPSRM
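Cell-free coupled assay: 10nM USP2 core preincubated 30min RT with compound in Tris-HCl pH 8.0/CaCl2/CHAPS buffer, then 25nM Ub-CHOP2 and 25nM reporter substrate; fluorescence (Ex 485/Em 531) read after 60min RT, normalized to NEM inhibition, concentration-response curves fitted.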
KCNH2 3.1 block: qHTS for Inhibitors of KCHN2 3.1: Mutant qHTS | Potassium voltage-gated channel subfamily H member 2, brain isoform KCNH2 3.1 (human) | U2OS KCNH2 3.1, thallium flux FluxOr; hits give low values | activity change, % (tested at about 1.8 µM) | 0.95% of 340,000 active | AID 720553, 2013;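 active = maximum activity change below -70%; inconclusive = maximum activity change from -70% to -50%; inactive = maximum activity change above -50%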;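 note: thallium influx rate constant from kinetic fluorescence after stimulation buffer; % is set by controls: 0 for no effect and ±100 for the full control effect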
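Thallium flux via FluxOr fluorescence (Red40 quencher, 45 min loading) in U2OS cells virally expressing the KCNH2 3.1 isoform (1.77 x 10^8 /mL virus, overnight at 37 C). Rate constants from 2-min kinetic reads post-stimulation, normalised to positive and negative controls.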
TRPV1 ag: HTS Assay for Compounds that Act as Agonists of the Vanilloid Receptor 1. Transient receptor potential cation channel subfamily V member 1 (Homo sapiens), Q8NER1. TRPV1-expressing cells, Fluo-8 calcium influx, agonist mode. activation, % at 8.33 µM. 0.19% of 320,000 active. AID 540275, 2011; in the data active = activation above about 80%; inconclusive = between about 30% and that limit; note: 0% is about no effect
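TRPV1-expressing cells were cultured overnight at 35.5C and loaded with Fluo-8 calcium dye for 40 to 90 min at room temperature. After a 10 s baseline, compound was added and calcium influx was read kinetically for 3 min (ex 480/em 520 nm).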
Starred values were filed as active, the others as inactive; u = inconclusive; x = no result given; [ ] = another dose, or the depositor's remark. Unless noted, calls come from the whole dose curve; as a rule, active = well fitted curve in the direction sought with a large enough effect; inconclusive = small, poorly fitted or top-dose-only effect, or another doubt; inactive = no such curve, though single readings can be large; an effect the other way counts as inactive or inconclusive.

SMILES | A-T KAP1 phos | hERG WT inh | TCR activator | Mito fusion act | TSHR antagonist | Eya2 phos inh | ELG1 DNA repair | USP2a block | KCNH2 3.1 block | TRPV1 ag
COc1ccc(-c2cc(C(=O)NCCN3CCOCC3)no2)cc1OC | 0% | -17 | -1% | -4% | -4 | -15% | 14% | 0% | 7 | 1
COc1ccc(OCCCn2cc(/C=C3/C(=N)N4C=C(C)SC4=NC3=O)c3ccccc32)cc1 | -2% | 3 | -8%[46.1 µM] | -3% | -12 | 2% | u | -1% | -21 | -2
COc1ccc(CN(C(=O)c2cccs2)c2nccs2)cc1OC | 13% | 8 | -6% | -1% | -2 | -38% | -10% | -1% | -28 | 1
COC(=O)N1CC(=O)N(OC)C1c1ccc(Cl)cc1Cl (stereo not drawn) | 4% | 11 | 1% | -1% | 2 | 10% | -5% | 1% | 8 | -3
CCN1/C(=C2\SC(=S)N(Cc3ccccc3)C2=O)Sc2ccccc21 | -5% | -3 | -1%[46.1 µM] | -1% | -4 | 3% | -3% | 7% | -2 | 0
COc1ccc([N+](=O)[O-])cc1N(CC(=O)N1CCOCC1)S(C)(=O)=O | -3% | 4 | -1% | 3% | 7 | -1% | 8% | -15% | 1 | 2
CCOc1ccc(NC(=O)COC(=O)C2CC2C)cc1 (stereo not drawn) | 15% | 1 | -1% | x | 8 | 8% | u | -1% | 14 | x
O=C(c1ccccc1)C1CCN(C(=O)C2CCC(=O)N(Cc3cccc(F)c3)C2)CC1 (stereo not drawn) | 2% | -10 | 2% | 3% | -10 | 5% | 4% | 0% | 22 | 4
Brc1cc2c(cc1/C=N/Nc1nc(N3CCOCC3)nc(N3CCOCC3)n1)OCO2 | -3% | 3 | -2%[46.1 µM] | 0% | u | -10% | u | 4% | 4 | 4
C/C(=N\NC(=O)C(=O)Nc1cc(C)ccc1C)c1ccncc1 | -7% | 0 | 2% | -6% | -1 | 6% | 0% | 1% | 5 | 1
COc1ccc(NC(=O)C(Br)C(C)C)cc1 (stereo not drawn) | 6% | 2 | 2% | 1% | -5 | -1% | 21% | 1% | 14 | -1
CCN(CC)CCNC(=O)c1ccccc1N | -9% | 18 | -27% | 1% | -1 | 9% | -1% | 1% | 1 | -1
Cc1ccc(S(=O)(=O)/N=C(/NC(=S)Nc2cccc(C)c2)c2ccccc2)cc1 | 3% | 2 | 2% | -3% | -1 | 9% | 25% | 1% | -8 | 1
CC(=O)c1ccc(NC(=O)c2ccccc2Sc2ncnc3sc(C)c(C)c23)cc1 | -2% | 12 | -2%[46.1 µM] | 14% | 4 | -13% | u | -4% | x | 12
Cc1ccc(/C=N/Nc2nc3ccccc3[nH]2)s1 | 7% | 0 | -1%[46.1 µM] | 3% | 6 | -9% | u | 0% | -9 | 17
CCOC(=O)CSc1nnc(CNC(=O)c2cccc(C)c2)n1-c1ccccc1OC | 1% | 6 | -8% | -1% | 8 | -3% | -6% | 0% | 3 | -1
O=S(=O)(N/N=C/c1c(F)cccc1Cl)c1ccccc1 | -1% | -1 | -1% | -1% | 22 | 11% | 4% | 1% | 5 | 2
O=C(Nc1ncc(Br)s1)C1CCCN1S(=O)(=O)c1cccc2cccnc12 (stereo not drawn) | 4% | -1 | 6%[46.1 µM] | 0% | 15 | -1% | u | 3% | -7 | -2
C/C(=N\Nc1cccc(C(=O)O)c1)c1ccc(Cl)s1 | -3% | -6 | -3% | 13% | -5 | -4% | u | 3% | 7 | 0
COCCOC(=O)C(C#N)c1nc2ccccc2nc1N1CCN(Cc2ccccc2)CC1 (stereo not drawn) | -6% | -11 | -2% | 3% | -11 | 0% | u | -3% | -88* | 15
O=C(NCCC1CCCC1)C1CCC(=O)N(CCCN2CCCC2=O)C1 (stereo not drawn) | -8% | 1 | 1% | -1% | -1 | -4% | -2% | 1% | 6 | 1
CN(C)S(=O)(=O)c1ccc(N2CCCC2)c(C(=O)Nc2nccs2)c1 | 6% | 43 | -2% | x | -2 | 0% | 6% | -1% | -13 | x
Cc1ccc2nc(NC(=O)CN3CCN(c4ccccn4)CC3)sc2c1 | 4% | 37 | -3% | 2% | -6 | -12% | -24% | 0% | -6 | 10
O=C(N=C1SC2CS(=O)(=O)CC2N1c1ccccc1)c1ccccc1 (stereo not drawn) | 12% | -3 | -1%[46.1 µM] | x | 18 | 2% | 2% | 0% | 7 | x
COc1cccc(N(CC(=O)NCCSCc2ccc(Cl)cc2)S(C)(=O)=O)c1 | -5% | -8 | 5% | 1% | 2 | -10% | u | -2% | 7 | 4
CC(C)[C@H](NS(=O)(=O)c1ccccc1)C(=O)Nc1nccs1 | 4% | 13 | 6% | x | -6 | -12% | -6% | -3% | -12 | x
COc1cc(-c2nc(CN3CCN(CC(C)C)C(=O)[C@@H]3C)c(C)o2)ccc1F | 2% | -2 | 1% | -3% | -4 | -4% | u | -2% | x | -2
COC(=O)[C@H](CC(C)C)NC(=O)CCc1nnc(COc2ccccc2)o1 | 3% | 0 | 11% | -3% | 4 | 13% | u | -1% | 2 | 0
Cc1ccc(-c2noc(COC(=O)c3ccco3)n2)cc1 | 13% | -19 | -5% | 2% | 5 | -7% | u | -2% | -16 | 1
CN(CC(=O)Nc1ccccc1C(F)(F)F)C(=O)Cc1ccc(S(=O)(=O)N2CCOCC2)s1 | 3% | 4 | -10% | 0% | 10 | -14% | 25% | 2% | 7 | 2
O=C(CCCN1C(=O)/C(=C\c2ccco2)SC1=S)Nc1ccc(O)cc1C(=O)O | 0% | -1 | -13% | -7% | 2 | -4% | 0% | u | -12 | 4
Cc1ccc(S(=O)(=O)N2CCOCC2)cc1NC(=O)c1cc(-c2ccccn2)nc2ccccc12 | u | 0 | 0% | 5% | -15 | -5% | u | 5% | -6 | 6
Cc1ccc2c(COC(=O)c3c(C)noc3C)cc(=O)oc2c1 | 9% | -17 | x | -2% | 0 | 7% | -1% | 4% | 0 | u
Cc1ccnc(N2CCC(C(=O)Nc3ccc(Oc4ccccc4)cc3)CC2)n1 | 5% | 0 | -1% | 1% | 2 | -1% | -1% | -4% | 1 | -1
O=C(Nc1nnc(C(F)(F)F)s1)c1ccc(N2C(=O)C3C4C=CC(C4)C3C2=O)cc1 (stereo not drawn) | x | 2 | 0% | 3% | -15 | 8% | -1% | 3% | 4 | -1
Cc1ccc2c(c1)-c1c(cnn1CC(=O)O)CO2 | -1% | 1 | -4% | -1% | 4 | 2% | -6% | 1% | -20 | -4
COc1ccccc1C(=O)COC(=O)CNC(=O)c1ccc(Br)o1 | -1% | 16 | -18% | 0% | -2 | 13% | 20% | 0% | -11 | -1
CC(C)CCn1c(SCC(N)=O)nc2c1c(=O)n(C)c(=O)n2C | -2% | 2 | 0% | 2% | 11 | -5% | 10% | 2% | -1 | 2
c1cnc(Oc2ccc(-c3nnco3)cc2)cn1 | -1% | -3 | 2% | 2% | 11 | -5% | -1% | 1% | -15 | 3
CC(OC(=O)c1ccccc1O)C(=O)Nc1cccc(Cl)c1 (stereo not drawn) | -1% | 11 | 4% | 7% | 3 | 6% | -10% | 4% | 1 | 29
O=C(/C=C/c1ccnc2ccccc12)c1cccs1 | u | x | 3% | -21% | -20 | -2% | u | 3% | -35 | 12
COc1ccc(C2CC(c3cccc(F)c3)=NN2c2ccc(S(N)(=O)=O)cc2)cc1 (stereo not drawn) | 26% | 47 | -2%[46.1 µM] | x | -4 | 1% | 0% | -4% | 12 | x
O=C1CN(C(=O)COC(=O)C23CC4CC(CC(O)(C4)C2)C3)c2ccccc2N1 | 0% | -2 | -4% | -1% | 5 | 8% | 11% | -1% | 5 | 4

Some of the compounds tested; count on the stated rates, not on these rows.
